# Screening data from PubChem BioAssay.
# CaV13 FRET inh: Primary screen for inhibitors of IQ motif and Ca2+-dependent inactivation inhibitor domain binding in CACNA1D, Förster resonance energy transfer in living cells, …; HEK cells, CFP/YFP FRET ICDI-IQ, plate reader, 10 min; percent FRET-ratio fall versus neutral wells; inhibition, % at 12.3 µM; 340,000 tested, 0.098% active;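 active = mean replicate inhibition of at least 30% and at least 1% of replicates passing that level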;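 note: 0% = median of the neutral control wells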
# H9c2 protect: modulators protecting cardiomyocytes from myocardial damage; H9c2 cardiomyocytes, H2O2 injury protection, ATPLite, 2 h; protection from H2O2 cell death, % at 20 µM; 360,000 tested, 0.63% active; AID 588492;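 active = compounds giving at least 50% protection of heart cells from peroxide-induced death in the single-dose screen, raw or plate-pattern-corrected value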;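 note: 0% = DMSO wells with peroxide and 100% = DMSO wells without peroxide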
# Exocytosis inh: blocks lytic granule exocytosis; TALL-104 LAMP-1 surface exposure, flow cytometry; cells stimulated with thapsigargin and PMA; AID 651702; inhibition, % at 10 µM; 360,000 tested, 0.66% active;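 active = inhibition above about 55%, limit read from the data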
# MC4R ag barr: activates human MC4R beta-arrestin recruitment | 360,000 tested, 0.98% active | U2OS MC4R beta-arrestin complementation, luminescence; percent of melanotan II response, DMSO zero | activation, % at 8.9 µM;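 active = activation above a per-plate cutoff, the mean activation of sample wells on that plate plus 3 SD, cut at about 8% in these data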
# Target sequence (P32245 whole entry, looked up): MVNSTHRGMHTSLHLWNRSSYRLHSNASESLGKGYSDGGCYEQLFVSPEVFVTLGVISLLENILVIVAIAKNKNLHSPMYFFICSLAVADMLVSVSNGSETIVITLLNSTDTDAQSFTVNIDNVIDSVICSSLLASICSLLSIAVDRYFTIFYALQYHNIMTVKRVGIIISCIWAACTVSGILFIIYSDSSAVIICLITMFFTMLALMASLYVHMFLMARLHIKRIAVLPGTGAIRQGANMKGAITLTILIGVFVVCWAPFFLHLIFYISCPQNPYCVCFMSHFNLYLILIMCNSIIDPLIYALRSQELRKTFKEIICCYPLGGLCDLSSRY
# HTR2A ag: mouse HTR2A agonism via beta-arrestin recruitment; activation, % at 7.6 µM; CHO-K1 mHTR2A beta-arrestin complementation, luminescence; percent of 30 µM serotonin response; P35363; 360,000 tested, 0.66% active;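 active = activation above a run cutoff, the mean activation of all tested compounds plus 3 SD, cut at about 14% in these data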;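 note: 0% = plate median of compound wells and 100% = 30 µM serotonin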
# Target sequence (P35363 whole entry, looked up): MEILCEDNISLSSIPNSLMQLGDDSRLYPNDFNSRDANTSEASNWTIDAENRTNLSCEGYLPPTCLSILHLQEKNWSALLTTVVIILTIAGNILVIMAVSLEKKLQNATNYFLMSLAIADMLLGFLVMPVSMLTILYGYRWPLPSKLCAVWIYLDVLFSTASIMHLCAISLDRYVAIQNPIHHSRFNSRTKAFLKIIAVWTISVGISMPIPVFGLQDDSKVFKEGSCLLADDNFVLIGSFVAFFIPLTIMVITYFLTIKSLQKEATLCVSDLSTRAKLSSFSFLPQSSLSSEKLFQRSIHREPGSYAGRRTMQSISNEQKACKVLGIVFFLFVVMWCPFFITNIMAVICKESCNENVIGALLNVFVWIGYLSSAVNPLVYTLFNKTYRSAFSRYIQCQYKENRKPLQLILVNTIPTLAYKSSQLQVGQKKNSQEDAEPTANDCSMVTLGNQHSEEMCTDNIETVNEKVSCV
# ABHD5 PLIN5 PPI: blocks binding of human ABHD5 to perilipin-5 | Q00G26+Q8WTS1 | Split G. princeps luciferase complementation, luminescence, 4 h | inhibition, % at 4 µM | 360,000 tested, 0.78% active | AID 602281;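 active = inhibition above the mean inhibition across every tested compound plus 3 SD, cut at about 22% in these data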;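 note: 0% = DMSO only wells and the 100% control is not disclosed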
# Glyco luc inh: blocks N-linked glycosylation in D54 reporter cells; D54 ERlucT glycosylation luciferase reporter, 24 h; percent of 100 nM tunicamycin response; reporter increase, % at 12.5 µM; 360,000 tested, 0.23% active;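 active = mean luciferase reporter signal, scaled so untreated is 0 and the glycosylation-blocking control 100, at or above a set limit in every replicate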;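 note: luciferase carries N-glycosylation sites so blocking glycosylation raises the light; 0% = median of neutral control wells and 100% = median of 100 nM tunicamycin wells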
# MC4R antagonist: blocks human MC4R cAMP signaling; P32245; MC4R-expressing cells, MTII-stimulated cAMP, LANCE TR-FRET; 360,000 tested, 0.48% active; inhibition, % at 6.5 µM;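 active = inhibition above its plate's cutoff, the mean of tested wells on that plate plus 3 SD, cut at about 29% in these data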;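 note: 0% = Melanotan II alone and 100% = Melanotan II plus saturating MCL0020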
#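 Material: human MC4R-expressing U2OS cells. Probe or stimulus: Melanotan II challenge. Dosing: 6.5 µM single dose. Times: 30-min compound, 1-h challenge, 1-h detection, room temperature. Technique: TR-FRET with Eu-cAMP and labeled anti-cAMP, 671 nm. Replication: singlicate.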
# ABCB6 inh 2: human ABCB6 transporter inhibition | Q9NP58 | K562-ABCB6 porphyrin accumulation, flow cytometry, 1 h; hits give low values | fluorescence ratio to DMSO, % at 10 µM | 360,000 tested, 0.19% active | AID 602162;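 active = fluorescence ratio to DMSO below 75%, the collection mean minus 3 SD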;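 note: signal is porphyrin accumulated inside mitochondria; 100% equals median channel fluorescence of DMSO control wells; lower ratio means ABCB6 inhibition with less porphyrin fluorescence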
# PDI inh: blocks human protein disulfide isomerase activity. AID 588391. inhibition, % at 10 µM. PDI insulin aggregation turbidity, A650, 90 min. 350,000 tested, 0.052% active;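 active = mean inhibition across replicates of 30% or more, whatever share of single replicates reach that level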;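 note: absorbance from insulin aggregation driven by PDI reduction with DTT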
# An asterisk follows results filed as active; . = no result given.
structure	CaV13 FRET inh	H9c2 protect	Exocytosis inh	MC4R ag barr	HTR2A ag	ABHD5 PLIN5 PPI	Glyco luc inh	MC4R antagonist	ABCB6 inh 2	PDI inh
CCC(C)NC(=O)CCS(=O)(=O)c1ccc(Br)s1 (centres undefined)	.	-4.2	1.4	-1.6	-2.7	-2.3	1.8	0.4	99.0	5.4
CN(C)CCNC(=O)c1ccc(CS(=O)(=O)c2ccc(Br)cc2)o1	-10.6	-1.2	4.0	-0.8	2.0	-3.7	0.8	9.3	103.0	.
COc1cc(/C=C/C(=O)NCc2ccccn2)cc(OC)c1OC	-18.5	8.1	-1.4	-0.2	2.8	3.9	4.7	2.4	96.0	-3.8
O=C1c2ccccc2C(c2nnnn2-c2ccc3c(c2)OCCO3)N1Cc1ccccc1 (centres undefined)	-6.7	.	-2.8	.	-1.4	-0.1	.	.	99.0	.
CCNC(=S)Nc1cc(OCC)c(N2CCOCC2)cc1OCC	-5.2	-1.5	-1.4	-1.1	13.9	2.7	0.2	-1.2	95.0	7.2
Cc1cccc(C(=O)O[C@H]2[C@H](Cc3ccccc3)NS(=O)(=O)[C@H]3CC4C=C[C@]23O4)c1	-11.9	-1.5	-2.3	0.0	1.1	-1.0	0.0	11.1	93.0	-2.8
CN(CCC#N)C(=O)COC(=O)c1ccc2[nH]c3c(c2c1)CCCC3	9.4	-3.6	-1.9	-0.2	4.8	-1.9	-9.0	22.9	100.0	6.4
CC(C)c1nc2oc3c(N4CCNCC4)ncnc3c2c2c1CCC2	2.8	-3.1	3.4	-1.1	-1.4	-5.8	-1.2	2.3	98.0	-9.8
O=C1CCCC2=C1Sc1ccccc1N2	-43.1	-2.2	-2.3	0.0	8.3	0.0	-0.9	-31.2	94.0	17.9
CCOC(=O)c1cnc(-n2nc(C)cc2C)nc1Nc1ccc(OC)cc1	-7.4	50.5*	-1.7	-1.9	2.4	3.0	-3.1	-1.0	100.0	9.6
Cc1nnc(Sc2nc3c(c(=O)[nH]c(=O)n3C)n2CCc2ccccc2)s1	-6.4	5.1	-2.2	1.0	3.7	4.5	2.1	4.5	93.0	.
C=CCn1c(SCCCc2ccccc2)nc2c1c(=O)[nH]c(=O)n2C	-3.1	0.8	0.9	2.3	-6.0	-2.6	3.6	-27.1	98.0	.
COc1ccc(C)cc1S(=O)(=O)N1CCCC(C(=O)NC2CC2)C1 (centres undefined)	-5.8	1.2	4.0	-1.2	4.3	9.7	1.2	5.8	100.0	1.8
O=C(CSc1nnc2ccc(-c3cccnc3)nn12)Nc1ccc(F)cc1F	-7.2	-1.1	-1.3	-0.9	7.0	-7.2	1.6	-2.7	92.0	-6.3
CCN(CC)CCN1C(=O)C2C(C(=O)Nc3ccc(C(C)C)cc3)C3C=CC2(O3)C1C(=O)NC1CCCCC1 (centres undefined)	-3.4	-1.6	12.2	-0.3	7.5	2.3	1.4	4.2	96.0	-0.1
S=c1[nH]nc(Cc2cccs2)n1-c1cccc2ccccc12	-2.4	2.0	-0.1	-3.2	1.7	-9.7	2.4	9.7	94.0	4.9
CCOC(=O)N1CCN(c2ccc(Cl)c(Cl)c2)CC1	-8.6	-5.3	3.6	2.1	2.7	-9.6	-3.9	-2.6	103.0	12.1
CC(C)CN(CC(C)C)C(=S)NC1CCCCC1	-4.7	-1.4	-1.0	2.3	-2.1	-1.3	1.2	8.9	103.0	3.6
CC(C)(C)c1ccc(C(=O)N2CCCCCC2=O)cc1	-3.0	-7.6	-0.6	-3.2	-6.3	-0.7	-1.7	-1.6	109.0	-3.3
O=[N+]([O-])c1ccc(N2CCSCC2)cc1O	-18.9	-1.1	-12.3	-0.4	6.5	10.2	0.6	5.1	100.0	-2.0
O=C(NC(c1ccccc1)c1ccsc1)C1CCN(Cc2ccc(Oc3ccccc3)cc2)CC1 (centres undefined)	-10.2	-2.3	25.3	0.3	-5.8	5.1	-0.6	8.3	99.0	-1.8
CCN(Cc1nc2ccccc2c(=O)[nH]1)C(=O)CN1C(=O)NC2(CCCCC2C)C1=O (centres undefined)	-4.9	29.1	-12.6	1.1	9.3	6.2	-2.3	8.8	100.0	7.9
CC(C)n1nnnc1C1c2ccccc2C(=O)N1CCc1ccc(O)cc1 (centres undefined)	-6.7	.	0.7	.	-6.6	-2.2	.	.	96.0	.
CC1(C)CC(=O)C(C=NCC2CCNCC2)=C(O)C1	.	5.7	1.2	-1.3	-0.8	2.2	0.4	-2.0	95.0	24.7
COc1ccc(-c2ncc(CN3CCC(CO)(Cc4cccc(OC)c4)CC3)cn2)cc1	-0.5	4.6	4.8	-1.6	-4.0	1.0	-4.8	3.7	99.0	9.5
Cc1oc(C(=O)O)cc1COc1ccc2c(C)cc(=O)oc2c1	.	2.8	2.0	-1.1	7.4	5.8	2.1	-0.1	95.0	-5.5
O=C(CSc1ccccn1)Nc1nncs1	-4.4	0.0	-1.2	-3.0	6.2	3.3	2.9	-0.8	98.0	-2.4
Cc1cc(C)cc(OCC(=O)NNC(=O)CN2C(=O)c3ccccc3C2=O)c1	-18.6	1.5	-0.8	-0.5	9.8	5.3	5.9	-1.3	101.0	-2.5
Cc1cc([N+](=O)[O-])ccc1NCc1ccccc1	.	-11.4	-5.7	1.9	-4.1	13.4	0.1	-17.8	93.0	6.8
Cc1cccc(C)c1OCC(=O)Nc1ccc(N2CCOCC2)cc1	-1.1	-3.3	33.3	-1.8	-3.1	-6.2	-1.9	2.7	94.0	-4.2
O=C(N/N=C/C=C/c1ccccc1)NC1CCCCC1	-16.0	-3.3	-0.8	0.6	8.7	-4.3	-2.1	-10.5	93.0	-10.8
O=C(CN1C(=O)CCS(=O)(=O)c2ccccc21)NCc1ccccc1	.	1.1	2.5	-1.6	4.2	0.5	-0.3	9.6	.	-1.1
Cc1cc(=O)n2nc(N3CCCC3C(=O)Nc3ccc(C(C)C)cc3)sc2n1 (centres undefined)	25.5	-7.2	0.1	-2.9	-3.8	8.7	1.4	17.9	106.0	.
COC(=O)[C@@]1(Cc2ccc(OC)cc2)[C@H]2c3cc(C(=O)N4CCCC4)n(Cc4ccsc4Br)c3C[C@H]2CN1C(=O)c1ccccc1	-5.6	.	-2.5	.	-3.7	11.3	.	.	96.0	.
O=C(CNC(=O)c1ccccc1Cl)N/N=C/c1ccc([N+](=O)[O-])s1	-4.9	-2.7	5.8	-2.9	-0.4	-7.4	3.5	-7.8	105.0	-10.6
Cc1cnc2c(C(=O)O)cnn2c1	-6.3	0.6	6.7	-2.0	-0.7	2.9	2.2	4.8	97.0	0.0
C/C(=N\NC(=O)CSc1nc2ccccc2s1)c1ccco1	-2.7	-5.8	-4.2	1.2	1.8	2.1	-1.1	1.4	88.0	-2.3
O=C(CN1CCN(C(=O)CCC(=O)N2CCC(c3ccccc3)=N2)CC1)Nc1ccc(F)cc1	-5.5	-1.6	-3.1	0.3	-4.6	4.2	0.2	1.9	90.0	4.1
C[C@H]1CN([C@@H](C)CO)C(=O)CCCn2nncc2CO[C@@H]1CN(C)Cc1cccc2c1OCCCO2	-6.4	7.3	3.0	0.2	2.5	-7.3	2.9	7.0	102.0	-1.4
COc1ccccc1N1C(=O)S/C(=C\c2ccc(C)s2)C1=O	-7.7	-1.3	4.8	0.8	5.8	-2.9	-2.0	1.9	149.0	-4.8
COc1ccc(N2CCN(C(c3nnnn3CCc3ccccc3)C(C)C)CC2)cc1 (centres undefined)	-4.6	-10.7	2.0	-1.1	1.8	1.5	-0.4	-0.8	95.0	-9.2
O=C1Nc2cc(Cl)c(Cl)cc2N(O)N1c1cccc(Cl)c1	-2.8	-2.2	0.1	-1.9	-3.8	4.7	2.4	13.8	102.0	-4.3
CCOc1cc(/C=C(\C#N)C(N)=O)ccc1OS(=O)(=O)c1ccccc1	-5.1	2.3	2.1	-1.1	-0.3	-3.0	-0.7	9.3	104.0	-2.2
OC(c1cccc(Cl)c1)c1ncc(-c2cccc(C(F)(F)F)c2)[nH]1 (centres undefined)	-9.1	-16.7	0.8	3.5	-0.9	-0.9	0.0	-20.9	100.0	-0.1
CC1(C)CC(=O)c2c(O)cc(OCC(=O)N3CCN(c4ccc(F)cc4)CC3)cc2O1	-2.5	4.3	9.1	-0.6	5.1	2.9	-2.7	5.2	92.0	11.2
O=[N+]([O-])c1ccc(N2CCN(S(=O)(=O)c3ccccc3)CC2)cc1	3.3	-0.7	24.5	-0.1	8.9	-1.7	0.6	-3.6	91.0	16.9
Cc1ccc(CNC(=O)c2cnc(-c3ccccn3)nc2C(F)(F)F)cc1	-2.3	-3.0	1.0	-0.6	1.0	5.2	-1.7	2.6	91.0	1.5
N/C(=N\N=C\c1ccc(O)cc1)c1nonc1N	-2.5	-6.3	3.6	-1.7	-5.3	-1.5	-3.5	16.1	105.0	-4.9
Cc1ccnc(N2C(=O)c3ccccc3C2O)c1 (centres undefined)	-6.0	-6.8	-1.7	1.0	6.8	-1.6	-10.5	2.0	96.0	.
CC(=O)c1ccc(OCc2cc(C(=O)N(C)Cc3nc4c(C)cccc4[nH]3)no2)cc1	-6.8	-3.3	2.8	-1.2	-4.8	-0.3	-2.8	0.0	94.0	6.3
CC1Cc2ccccc2N1C(=O)COC(=O)c1cccc(Br)c1 (centres undefined)	-12.7	0.6	5.9	1.7	7.8	6.0	1.8	-1.4	90.0	6.1
C=CCN1CCN(C(CC(C)C)c2nnnn2CCOC)CC1 (centres undefined)	-0.6	6.8	0.3	1.0	-0.7	-0.2	0.2	-3.3	100.0	-14.1
CC1=C(C(=O)OC2CCCCC2)C(c2ccc(O)cc2)NC(=O)N1 (centres undefined)	-1.9	-3.4	-4.7	-2.8	-0.6	-0.9	-0.6	19.3	98.0	0.9
N#Cc1sc(=O)[nH]c1Cl	-6.1	-0.1	-2.3	-0.5	-0.2	-1.7	-0.5	4.0	102.0	2.4
Cc1ccc(C(=O)NNC(=O)C2CCN(Cc3ccc(Cl)c(Cl)c3)CC2)cc1	.	-11.4	5.1	-1.7	-5.2	-1.7	1.9	0.3	105.0	-0.1
CC(C)(C)NC(=S)N1CCC2CC1c1cc(-c3ccc4c(c3)OCO4)ccc12 (centres undefined)	-9.5	-2.1	-0.5	.	-0.2	-1.3	-2.8	.	99.0	.
O=C(Nc1ccc(C(=O)O)cc1)/C(=C\c1ccc2c(c1)OCO2)NC(=O)c1ccc(Br)cc1	-6.0	1.4	-5.7	-0.3	3.3	-2.6	1.6	-3.1	99.0	0.6
O=C(COC(=O)CCc1nc2ccccc2c(=O)[nH]1)Nc1ccc(N2CCOCC2)cc1	1.6	44.4	-3.0	0.4	-2.3	-3.8	1.1	13.9	94.0	1.7

# Rows are unselected; overall some 4.2% were active at least once.
